# Growth percent in the NCI-60 one-dose screen (48 h, 10 µM unless noted): 100 = growth as untreated, 0 = no growth, -100 = all killed.
# NCI/ADR-RES – NCI/ADR-RES ovarian cells; 81,000 tested, 4.4% active; AID 1794790
# OVCAR-4 – OVCAR-4 ovarian cancer cells | 80,000 tested, 3.7% active | AID 1794784
# DU-145 – DU-145 prostate cancer; AID 1794760; 81,000 tested, 4.2% active
# OVCAR-8 – OVCAR-8 ovarian cancer; 81,000 tested, 4.4% active; AID 1794782
# IGROV1 – IGROV1 ovarian cancer | 79,000 tested, 4.7% active
# OVCAR-3 – OVCAR-3 ovarian cancer; 79,000 tested, 7% active; AID 1794787
# SK-OV-3 – SK-OV-3 ovarian cancer cells | 80,000 tested, 3.2% active
# OVCAR-5 – OVCAR-5 ovarian cancer. 82,000 tested, 2.9% active. AID 1794783
# An asterisk follows results filed as active; / = not tested or not shown; & = joins results of further samples. The calls were made as follows: active = growth percent below 10; inactive = the rest.
no.	Structure	NCI/ADR-RES	OVCAR-4	DU-145	OVCAR-8
1	O=C1CC(c2ccccc2)Oc2ccc(O)cc21 (stereo not drawn)	100	101	102	97
2	COc1ccc(-c2cc(-c3ccc(OC)cc3)n3nc(N)nc3n2)cc1	104	102	107	108
3	COc1ccc(C(=O)CSc2nnc3sc(Nc4cccc(Cl)c4)nn23)cc1	105	108	108	103
4	CCOC(=O)C1=C(N)N(c2ccccc2)C(C(=O)OCC)=C(C(=O)OCC)C1c1cc(=O)[nH]c2ccccc12 (stereo not drawn)	98	97	102	98
5	O=C(/C=C/c1ccccc1)Oc1ccc(/C=C/c2cc(OC(=O)/C=C/c3ccccc3)cc(OC(=O)/C=C/c3ccccc3)c2)cc1	103	100	104	85
6	COc1cc(N2C(=O)CC(c3ccc4c(c3)OCO4)C3C2=NC(=O)N3C)cc(OC)c1OC (stereo not drawn)	109	113	108	110
7	Cc1cc2nc(CC(=O)c3ccccc3)c(=O)[nH]c2cc1C	95	102	112	95
8	CC(=O)Nc1nc(-c2ccc(N3CCN(C)CC3)c(NS(=O)(=O)c3ccc(C(F)(F)F)cc3)c2)cs1	-18*	43	23	8.4*
9	O=C(O)c1ccc(-n2cc(CSc3nc4ccccc4c(=O)n3-c3ccccc3)nn2)cc1	102	96	103	106
10	c1cn2ccnc2c(-c2ccc3ncn(C4CCCCC4)c3c2)n1	103	108	103	100
11	COc1cc(C2CC(=O)Nc3c2cc(Br)c2ccccc32)cc(Br)c1OC (stereo not drawn)	6.7*	-64*	65	32
12	CSc1ccc(-c2cn3ccsc3n2)cc1	82	66	80	65

no.	IGROV1	OVCAR-3	SK-OV-3	OVCAR-5
1	105	106	121	103
2	116	126	122	111
3	95	115	98	103
4	96	109	101	102
5	99	107	86	97
6	108	112	103	103
7	92	109	102	116
8	47	-3.3*	77	45
9	90	99	97	100
10	97	107	106	102
11	27	-13*	-15*	76
12	76	51	101	72

# More compounds follow:
no.	Structure	NCI/ADR-RES	OVCAR-4	DU-145	OVCAR-8
13	O=C1CC(c2ccc(C(F)(F)F)cc2)c2cnn(Cc3ccc4c(c3)OCO4)c2N1 (stereo not drawn)	93	82	91	83
14	COc1ccc(/C=c2\c(=O)n(-c3ccccc3)c3nn4c(n23)=NNC(=O)C=C4c2ccc(Cl)cc2)cc1	112	99	110	101
15	O=C(C1CC1)N(C(=O)C1CC1)c1ncc(-c2ccc(C(F)(F)F)cc2)c(NC2CCCCCC2)n1	67	67	92	81
16	O=C(/C=C/c1ccccc1Cl)c1ccc(O)cc1	97	63	-7.3*	97
17	CC(=O)C(N=Nc1ccc(N2CCN(C(=O)OC(C)(C)C)CC2=O)cc1)C(C)=O	109	111	118	111
18	CN1CCN(c2ccc(Nc3c4ccccc4nc4ccccc34)cc2)CC1	/	103	111	100
19	CCN(CC)C(=O)NS(=O)(=O)c1ccc(C)cc1	74&101	79&104	95&105	98&108
20	COc1cc(-c2nc3ccc(/C=C/C(=O)c4ccc(C(F)(F)F)cc4)cc3s2)ccc1F	101	101	110	106
21	N#Cc1c(-c2ccccc2)nc(SCC(=O)NNc2ncnc3ccccc23)n(Cc2ccccc2)c1=O	96	111	111	103
22	CC(C)C(NC(=O)OCc1ccccc1)C(=O)NC(Cc1c[nH]c2ccccc12)C(=O)O (stereo not drawn)	100	102	110	99
23	CON1CCC(c2cn(S(=O)(=O)N(C)C)cn2)c2cc[nH]c2C1=O (stereo not drawn)	102	101	99	99
24	O=C(O)c1cc(Cl)nc(Cl)n1	107	118	102	102

no.	IGROV1	OVCAR-3	SK-OV-3	OVCAR-5
13	83	94	60	98
14	105	110	/	107
15	82	85	81	92
16	/	/	86	138
17	103	125	111	114
18	111	110	112	102
19	85&108	93&117	92&117	90&98
20	94	119	101	91
21	99	110	97	119
22	92	112	96	101
23	105	105	101	96
24	113	110	108	91

# Next part.
no.	Structure	NCI/ADR-RES	OVCAR-4	DU-145	OVCAR-8
25	CN(C)CCCSSCCCN(C)C	104	107	104	100
26	CCN(CC)CCC(=O)c1ccc(Cl)cc1	110	110	131	110
27	COC(=O)[C@H](NC(=O)C1(C)CCC[C@]2(C)[C@H]3C[C@H]4C(C(C)C)=C[C@]3(CC[C@@H]12)[C@@H]1C(=O)CCC(=O)[C@@H]14)C(C)C (stereo partly drawn)	96	94	106	101
28	Nc1nnc(-c2cncc(Br)c2)c(-c2c[nH]c3ccc(Cl)cc23)n1	64	56	99	90
29	NC(=O)C1(Nc2ccc(Cl)cc2)CCCC1	103	/	115	101
30	COc1ccc(-c2cn(CCCCN3C(=O)C(=O)c4ccccc43)nn2)cc1	96	108	108	101
31	O=C(O)c1ccc(NS(=O)(=O)Cc2ccc(Cl)c(Cl)c2)cc1	101	112	113	102
32	CCCCCCCCCCCCCCCCCCNC(=S)Nc1ccccc1	102	102	119	97
33	Cn1cc(-c2cc3ncnc(Nc4ccc(CC(=O)Nc5nc(C(C)(C)C)cs5)cc4)c3s2)cn1	101	28	38	38
34	Cn1cccc1/C=N/NC(=O)Cn1c2ccccc2c2ccncc21	99	104	103	95
35	CCC(C)N(CCNc1cc(OC)cc2cccnc12)CCC(C)C (stereo not drawn)	85	26	96	87
36	COc1ccc(C(=O)/C=C/c2ccc(Cl)c(C(F)(F)F)c2)cc1S(N)(=O)=O	-44*	-100*	-21*	-73*

no.	IGROV1	OVCAR-3	SK-OV-3	OVCAR-5
25	103	102	105	100
26	110	120	106	103
27	92	109	/	99
28	69	100	103	94
29	80	100	104	97
30	104	115	109	101
31	118	105	115	93
32	115	106	109	103
33	12	62	26	84
34	98	97	100	106
35	66	64	68	102
36	-91*	-67*	10.0*	-100*

# Continued:
no.	Structure	NCI/ADR-RES	OVCAR-4	DU-145	OVCAR-8
37	O=c1c2cc3ccccc3cc2[nH]c(=S)n1-c1ccc(S(=O)(=O)Nc2ccc(Cl)nn2)cc1	104	101	108	98
38	C=CCSc1nnc(/N=C2\NC(=O)/C(=C/c3ccc(O)cc3)S2)s1	103	99	100	100
39	COc1ccc(C(=O)c2ccc(Br)cc2)c(OC)c1OC	100&94	85&104	102&108	120&100
40	C=C1C(=O)O[C@H]2[C@H]1CC/C(COC(=O)CSCC(=O)OC/C1=C/CC[C@@]3(C)O[C@H]3[C@H]3OC(=O)C(=C)[C@@H]3CC1)=C\CC[C@@]1(C)O[C@@H]21	86	47	50	/
41	CCOC(=O)c1cccc(N2C(=O)/C(=C/N3N=C(c4ccccc4)CC3c3ccccc3O)SC2=S)c1 (stereo not drawn)	85	85	90	89
42	COc1cc(C(=O)N2N=C(C)CC2=O)c(N2C(=O)/C(=C/c3ccccc3)N=C2c2ccccc2)cc1OC	104	100	102	94
43	COc1cc(C(=O)/C=C/c2c(-c3ccc(F)cc3)nc3ccccn23)cc(OC)c1OC	74	76	86	73
44	Cc1ccc2c(n1)C(=O)C(Cl)=C(Nc1ccc(S(=O)(=O)Nc3cc(C)on3)cc1)C2=O	105	110	111	112
45	COC(=O)c1cn2c(ccc3c4ccccc4ccc32)c1C(=O)OC	106	106	103	115
46	CN1CCN(C(=O)Oc2cc3c(c4ccccc24)[C@H](CCl)CN3C(=O)c2cc3cc(OCCCN4CCC4)ccc3[nH]2)[C@H]2CSSC[C@H]21	-29*	-1.6*	-3.5*	-13*
47	COc1ccc2c(c1)O/C(=C\c1ccccc1OC)C2=O	102	95	98	98
48	CC(C)=NN=C(C)C	108	/	103	105

no.	IGROV1	OVCAR-3	SK-OV-3	OVCAR-5
37	103	102	104	97
38	97	90	/	114
39	106&90	97&104	101&102	90&94
40	7.3*	3.2*	98	87
41	82	82	87	103
42	96	105	100	113
43	83	90	88	76
44	113	110	103	132
45	119	118	122	105
46	4.4*	-11*	-17*	-20*
47	96	97	113	97
48	102	115	99	104

# Sorted by count of non-hydrogen atoms (rising): some entries from above.
no.	Structure	NCI/ADR-RES	OVCAR-4	DU-145	OVCAR-8
48	CC(C)=NN=C(C)C	108	/	103	105
47	COc1ccc2c(c1)O/C(=C\c1ccccc1OC)C2=O	102	95	98	98
38	C=CCSc1nnc(/N=C2\NC(=O)/C(=C/c3ccc(O)cc3)S2)s1	103	99	100	100
34	Cn1cccc1/C=N/NC(=O)Cn1c2ccccc2c2ccncc21	99	104	103	95
36	COc1ccc(C(=O)/C=C/c2ccc(Cl)c(C(F)(F)F)c2)cc1S(N)(=O)=O	-44*	-100*	-21*	-73*
32	CCCCCCCCCCCCCCCCCCNC(=S)Nc1ccccc1	102	102	119	97
44	Cc1ccc2c(n1)C(=O)C(Cl)=C(Nc1ccc(S(=O)(=O)Nc3cc(C)on3)cc1)C2=O	105	110	111	112
43	COc1cc(C(=O)/C=C/c2c(-c3ccc(F)cc3)nc3ccccn23)cc(OC)c1OC	74	76	86	73
37	O=c1c2cc3ccccc3cc2[nH]c(=S)n1-c1ccc(S(=O)(=O)Nc2ccc(Cl)nn2)cc1	104	101	108	98
33	Cn1cc(-c2cc3ncnc(Nc4ccc(CC(=O)Nc5nc(C(C)(C)C)cs5)cc4)c3s2)cn1	101	28	38	38
41	CCOC(=O)c1cccc(N2C(=O)/C(=C/N3N=C(c4ccccc4)CC3c3ccccc3O)SC2=S)c1 (stereo not drawn)	85	85	90	89
42	COc1cc(C(=O)N2N=C(C)CC2=O)c(N2C(=O)/C(=C/c3ccccc3)N=C2c2ccccc2)cc1OC	104	100	102	94
40	C=C1C(=O)O[C@H]2[C@H]1CC/C(COC(=O)CSCC(=O)OC/C1=C/CC[C@@]3(C)O[C@H]3[C@H]3OC(=O)C(=C)[C@@H]3CC1)=C\CC[C@@]1(C)O[C@@H]21	86	47	50	/
46	CN1CCN(C(=O)Oc2cc3c(c4ccccc24)[C@H](CCl)CN3C(=O)c2cc3cc(OCCCN4CCC4)ccc3[nH]2)[C@H]2CSSC[C@H]21	-29*	-1.6*	-3.5*	-13*

no.	IGROV1	OVCAR-3	SK-OV-3	OVCAR-5
48	102	115	99	104
47	96	97	113	97
38	97	90	/	114
34	98	97	100	106
36	-91*	-67*	10.0*	-100*
32	115	106	109	103
44	113	110	103	132
43	83	90	88	76
37	103	102	104	97
33	12	62	26	84
41	82	82	87	103
42	96	105	100	113
40	7.3*	3.2*	98	87
46	4.4*	-11*	-17*	-20*

# The list goes on.
no.	Structure	NCI/ADR-RES	OVCAR-4	DU-145	OVCAR-8
49	COc1ccc(NC(=O)c2sc3c(=O)[nH]cnc3c2C)cc1	112	/	113	106
50	O=C(Cn1c2ccccc2c2ccncc21)N/N=C\c1ccc2ccccc2c1	27	-11*	9.1*	14
51	N#C/C(=C\c1ccc(Cl)cc1)c1nc2ccccc2s1	89	85	113	79
52	Cc1c(O)n2ncnc2[nH]c1=O	102	100	112	115
53	CC1(c2ccncc2)Nc2ccccc2-c2ccnn21 (stereo not drawn)	97	100	128	98
54	CC(C)CCC[C@@H](C)[C@H]1CC[C@H]2[C@@H]3C/C(=N\O)C4=C[C@@H](O)CC[C@]4(C)[C@H]3CC[C@]12C	98	104	98	102
55	CCCCCCCCCCCCOC1CCN(Cc2ccc(Cl)cc2)c2ccc(OC)cc21 (stereo not drawn)	104	105	108	101
56	CCCn1nc(C(=O)N2CCCCC2)c2c1CCC(N(C)Cc1ccc(F)cc1)C2 (stereo not drawn)	94	107	112	104
57	C=CCn1c(SCC(=O)Nc2ccc(C(=O)/C=C/c3cc(OC)c(OC)c(OC)c3)cc2)nnc1-c1cc(-c2ccccc2)nc2ccccc12	84	84	94	53
58	COc1ccc(/C=N\NC(=O)c2cnn(CC(O)c3ccccc3)c2N)cc1Oc1ccccc1 (stereo not drawn)	81	68	80	77
59	O=S(=O)(c1ccccc1)n1ccc(-c2ccc3c(c2)CCO3)n1	76	70	95	84
60	C=CCC1(O)C(c2ccccc2)=C(c2ccccc2)C(c2ccccc2)=C1c1ccccc1	78	68	84	83

no.	IGROV1	OVCAR-3	SK-OV-3	OVCAR-5
49	110	110	116	136
50	43	-37*	36	75
51	94	93	88	98
52	100	107	100	110
53	97	110	86	96
54	99	113	110	102
55	92	105	99	99
56	101	114	102	109
57	83	82	106	99
58	92	/	95	80
59	76	/	104	103
60	/	71	88	89

# Continuation:
no.	Structure	NCI/ADR-RES	OVCAR-4	DU-145	OVCAR-8
61	COc1ccc(-c2nc(SCC(C)C)nc(N/N=C\c3ccc([N+](=O)[O-])cc3)c2C#N)cc1	103	102	101	106
62	COc1cc(C)c(C(O)(c2ccccc2)c2ccccc2)cc1C(C)C	104	104	106	99
63	COc1ccc(C2OCC3(C)C(CCC4(C)C5CC(C6=CCOC6=O)OC5(C)CCC34)O2)cc1 (stereo not drawn)	94	77	108	96
64	O=C1Nc2ccc(Cl)cc2/C1=N/c1n[nH]c(=S)s1	103	110	108	102
65	O=C1/C(=C/c2cc(F)cc(F)c2)Cc2cc(F)cc(F)c21	98	110	104	111
66	C=CCc1ccc(Oc2ccc([N+](=O)[O-])cc2[N+](=O)[O-])c(OC)c1	84	58	88	94
67	Cn1c(Cn2nc(-c3ccccc3)ccc2=O)n[nH]c1=S	101	97	108	103
68	Cc1ccsc1[C@@H]1C[C@H](O)Cc2ccccc2N1	100	/	112	106
69	CS(=O)(=O)c1ncc(Br)cn1	106	117	107	104

no.	IGROV1	OVCAR-3	SK-OV-3	OVCAR-5
61	114	107	103	99
62	94	112	114	107
63	95	106	/	102
64	96	104	100	105
65	93	95	111	97
66	/	91	103	112
67	121	120	122	117
68	102	108	99	95
69	107	/	102	106

# Source: PubChem BioAssay

# Rows were taken by chance; 9.5% or so of the library scored in one or more.
